# Screening data deposited in PubChem BioAssay by Broad Institute.
# Mtb BioA inh: blocks M. tuberculosis BioA enzyme activity | inhibition, % at 9.99 µM | purified M. tuberculosis BioA enzyme, plate reader | 0.096% of 360,000 active; in the data active = inhibition above about 40%
# * hit, by the source's call.
SMILES,Mtb BioA inh
C[C@@H]1CN([C@@H](C)CO)C(=O)Cc2cc(NC(=O)Nc3ccc(F)cc3)ccc2O[C@@H]1CN(C)S(=O)(=O)c1cccs1,-1.2
C[C@@H]1CN([C@@H](C)CO)C(=O)c2cc(C#CC(C)(C)O)cnc2O[C@H]1CN(C)C(=O)C1CC1,3.3
C[C@@H]1CN([C@@H](C)CO)C(=O)c2cc(NC(=O)Nc3ccccc3)ccc2O[C@@H]1CN(C)S(=O)(=O)c1cn(C)cn1,2.7
CCCN1[C@@H]2Cn3c(ccc(-c4ccncc4)c3=O)[C@H]1[C@@H](C(=O)N1CCCCC1)[C@@H]2CO,-0.4
C[C@@H]1CN([C@H](C)CO)C(=O)c2cc(NC(=O)CCCCCC(=O)Nc3ccccc3N)ccc2O[C@@H](C)CCCCO[C@@H]1CN(C)S(=O)(=O)c1ccc(Cl)cc1,-2.1
O=C(NCC(F)(F)F)[C@@H]1[C@@H](CO)[C@@H]2Cn3c(cccc3=O)[C@@H]2N1C(=O)c1ccccc1F,-1.0
COc1ccccc1/C=C/C=O,-0.8
Cc1noc(C)c1S(=O)(=O)Nc1ccc2c(c1)C(=O)N([C@@H](C)CO)C[C@H](C)[C@@H](CN(C)Cc1ccccc1)OCCCC[C@@H](C)O2,1.0
CN(C)C(=O)C[C@@H]1CC[C@@H]2[C@H](COC[C@@H](O)CN2S(=O)(=O)c2ccccc2)O1,0.4
COc1ccc(S(=O)(=O)Nc2ccc3c(c2)C(=O)N([C@@H](C)CO)C[C@@H](C)[C@H](CN(C)Cc2ccc(C(F)(F)F)cc2)O3)cc1,0.2
C[C@@H]1CN([C@H](C)CO)C(=O)c2cc(NC(=O)Cc3cn(C)c4ccccc34)ccc2O[C@@H]1CN(C)C(=O)Nc1ccc(F)cc1,-3.0
CO[C@H]1CN(C)C(=O)c2ccc(NC(=O)C3CCCC3)cc2OC[C@H](C)N(CC2CC2)C[C@H]1C,2.4

# Shown tab-delimited: part of the list above.
Molecule	Mtb BioA inh
C[C@@H]1CN([C@@H](C)CO)C(=O)c2cc(C#CC(C)(C)O)cnc2O[C@H]1CN(C)C(=O)C1CC1	3.3
C[C@@H]1CN([C@@H](C)CO)C(=O)c2cc(NC(=O)Nc3ccccc3)ccc2O[C@@H]1CN(C)S(=O)(=O)c1cn(C)cn1	2.7
CCCN1[C@@H]2Cn3c(ccc(-c4ccncc4)c3=O)[C@H]1[C@@H](C(=O)N1CCCCC1)[C@@H]2CO	-0.4
C[C@@H]1CN([C@H](C)CO)C(=O)c2cc(NC(=O)CCCCCC(=O)Nc3ccccc3N)ccc2O[C@@H](C)CCCCO[C@@H]1CN(C)S(=O)(=O)c1ccc(Cl)cc1	-2.1
O=C(NCC(F)(F)F)[C@@H]1[C@@H](CO)[C@@H]2Cn3c(cccc3=O)[C@@H]2N1C(=O)c1ccccc1F	-1.0
COc1ccccc1/C=C/C=O	-0.8
Cc1noc(C)c1S(=O)(=O)Nc1ccc2c(c1)C(=O)N([C@@H](C)CO)C[C@H](C)[C@@H](CN(C)Cc1ccccc1)OCCCC[C@@H](C)O2	1.0
CN(C)C(=O)C[C@@H]1CC[C@@H]2[C@H](COC[C@@H](O)CN2S(=O)(=O)c2ccccc2)O1	0.4
COc1ccc(S(=O)(=O)Nc2ccc3c(c2)C(=O)N([C@@H](C)CO)C[C@@H](C)[C@H](CN(C)Cc2ccc(C(F)(F)F)cc2)O3)cc1	0.2
C[C@@H]1CN([C@H](C)CO)C(=O)c2cc(NC(=O)Cc3cn(C)c4ccccc34)ccc2O[C@@H]1CN(C)C(=O)Nc1ccc(F)cc1	-3.0
CO[C@H]1CN(C)C(=O)c2ccc(NC(=O)C3CCCC3)cc2OC[C@H](C)N(CC2CC2)C[C@H]1C	2.4

# (cont.)
SMILES,Mtb BioA inh
COc1cccc(S(=O)(=O)N(C)C[C@@H]2Oc3ncc(-c4cc5ccccc5o4)cc3C(=O)N([C@H](C)CO)C[C@@H]2C)c1,-0.4
CO[C@H]1CN(C)C(=O)c2cc(NC(=O)C3CC3)ccc2OC[C@H](C)N(CC2CC2)C[C@H]1C,-1.5
O=C(Nc1ccc(F)cc1)N1C[C@@H]2[C@H](c3ccccc31)[C@@H](CO)N2C(=O)Cc1ccccn1,-6.0
CO[C@H](CN(C)C(=O)Nc1ccc(F)cc1)[C@H](C)CN(Cc1ccccc1Cl)[C@H](C)CO,0.4
Cc1noc(C)c1NC(=O)N(C)C[C@H]1Oc2ncc(C#CC3CCCCC3)cc2C(=O)N([C@@H](C)CO)C[C@H]1C,-1.4
C[C@H]1CN([C@@H](C)CO)C(=O)c2cccc(NC(=O)C3CCOCC3)c2O[C@H]1CN(C)Cc1ccc(-c2ccccc2)cc1,1.6
CCNC(=O)C[C@@H]1CC[C@@H]2[C@H](COc3ccc(NC(=O)c4ccc5c(c4)OCO5)cc3C(=O)N2C)O1,-1.0
COc1ccc(NC(=O)N2C[C@H](O)COC[C@@H]3O[C@H](CC(=O)N4CCN(C)CC4)CC[C@H]32)cc1,-0.4
CN1CCN(C(=O)C[C@@H]2CC[C@@H]3[C@@H](COc4ccc(NC(=O)c5cscn5)cc4C(=O)N3C)O2)CC1,-1.3
C[C@H](CO)N1C[C@H](C)[C@H](CN(C)C(=O)Nc2ccc(C(F)(F)F)cc2)Oc2ccc(NS(=O)(=O)c3ccc(F)cc3)cc2CC1=O,1.8
Cc1ccc(S(=O)(=O)N(C)C[C@@H]2OCCCC[C@H](C)Oc3ccc(NC(=O)Nc4cccc5ccccc45)cc3C(=O)N([C@@H](C)CO)C[C@H]2C)cc1,-3.6
C[C@@H]1CN([C@H](C)CO)C(=O)c2cc(NC(=O)CCC(F)(F)F)ccc2O[C@@H]1CN(C)C(=O)Nc1ccc(C(F)(F)F)cc1,-1.3
C[C@H](CO)N1C[C@H](C)[C@H](CN(C)C(=O)NC2CCCCC2)Oc2ccc(NC(=O)Nc3cccc4ccccc34)cc2C1=O,-4.1
O=C(c1cccc(F)c1)N1CCCCN2[C@H](CO)[C@H](c3ccc(-c4cncnc4)cc3)[C@H]2C1,0.4
O=C(C[C@@H]1C[C@@H]2c3cc(NC(=O)NC4CCCC4)ccc3O[C@@H]2[C@H](CO)O1)NCC1CC1,-0.8
O=S(=O)(N[C@H]1CC[C@@H](CCn2cc(-c3ccc(F)cc3)nn2)O[C@@H]1CO)c1ccccc1F,5.1
O=C(NCC1CCCCC1)[C@@H]1[C@@H](CO)[C@@H]2Cn3c(ccc(C4=CCCC4)c3=O)[C@H]1N2C(=O)CC1CC1,-1.5
CCCc1cn(CC[C@H]2CC[C@@H](NC(=O)C3CC3)[C@@H](CO)O2)nn1,-0.7
C[C@@H]1CN([C@H](C)CO)C(=O)c2cc(NS(C)(=O)=O)ccc2O[C@@H]1CN(C)Cc1ccncc1,-1.3
O=C(Cc1ccccn1)NCC[C@H]1CC[C@@H](NS(=O)(=O)c2ccc(Cl)cc2)[C@H](CO)O1,2.6
Cc1ccc(S(=O)(=O)Nc2ccc3c(c2)CC(=O)N([C@H](C)CO)C[C@@H](C)[C@H](CN(C)C(=O)Nc2ccc4c(c2)OCO4)O3)cc1,1.1
C[C@H](CO)N1C[C@H](C)[C@H](CN(C)C(=O)Nc2ccc(C(F)(F)F)cc2)Oc2c(NC(=O)C3CC3)cccc2C1=O,11
CCNC(=O)C[C@H]1CC[C@@H]2[C@H](COC[C@@H](O)CN2C(=O)Nc2ccc(C(F)(F)F)cc2)O1,8.5
Cc1noc(C)c1S(=O)(=O)N(C)C[C@@H]1Oc2ccc(NS(=O)(=O)c3cccs3)cc2CC(=O)N([C@@H](C)CO)C[C@@H]1C,-3.8
CC(C)CC#Cc1cnc2c(c1)C(=O)N([C@H](C)CO)C[C@H](C)[C@H](CN(C)Cc1cccc(F)c1)O2,-1.4
C[C@H](CO)N1C[C@H](C)[C@H](CN(C)CC2CCCCC2)OCCCC[C@H](C)Oc2ccc(NC(=O)CCCN(C)C)cc2C1=O,2.7
C/C=C/[C@@H](CCn1cc(CCO)nn1)[Si](C)(C)c1ccc(OC)cc1,2.7
C[C@H](CO)N1C[C@H](C)[C@@H](CN(C)S(C)(=O)=O)Oc2c(NC(=O)c3cnccn3)cccc2C1=O,-3.2
O=C(C[C@H]1CC[C@H]2[C@@H](COC[C@@H](O)CN2C(=O)c2cc(Cl)cc(Cl)c2)O1)N1CCc2ccccc2C1,2.3
O=C(Nc1ccc(F)cc1)N1CCCCN2[C@@H](CO)[C@@H](c3ccc(C#Cc4ccccc4)cc3)[C@@H]2C1,-0.2
CC(C)NC(=O)N1CCCCN2[C@H](CO)[C@H](c3ccc(C#C[C@@H](C)O)cc3)[C@H]2C1,-2.0
C[C@H]1CN([C@@H](C)CO)C(=O)c2cccc(NS(=O)(=O)c3cccs3)c2O[C@@H]1CN(C)Cc1ccc(Cl)c(Cl)c1,1.3
C[C@@H]1CCCCO[C@@H](CN(C)S(=O)(=O)c2ccc(Cl)cc2)[C@@H](C)CN([C@@H](C)CO)C(=O)c2cc(NC(=O)Nc3ccc4c(c3)OCO4)ccc2O1,-0.8
COc1ccc(C(=O)Nc2ccc3c(c2)OC[C@@H](C)NC[C@H](C)[C@@H](OC)CN(C)C3=O)cc1,-0.7
CCC(=O)Nc1ccc2c(c1)OC[C@@H](C)N(C(=O)CN(C)C)C[C@@H](C)[C@H](OC)CN(C)C2=O,-0.7
C[C@H]1CN([C@@H](C)CO)C(=O)c2cccc(NS(=O)(=O)c3cn(C)cn3)c2O[C@@H]1CN(C)Cc1ccc(Cl)c(Cl)c1,-1.2
C[C@@H]1CN([C@@H](C)CO)C(=O)c2cc(NC(=O)Nc3cccc4ccccc34)ccc2O[C@@H]1CN(C)Cc1ccc(C(=O)Nc2ccccc2N)cc1,-2.2
COc1ccc(NC(=O)Nc2ccc3c(c2)C(=O)N([C@@H](C)CO)C[C@@H](C)[C@H](CN(C)S(=O)(=O)c2ccc(F)cc2)O3)cc1,0.8
Cc1noc(C)c1NC(=O)N[C@@H]1CC[C@@H](CCNC(=O)C2CCC2)O[C@@H]1CO,1.0
COc1cccc(NC(=O)Nc2ccc3c(c2)OC[C@H](C)NC[C@@H](C)[C@H](OC)CN(C)C3=O)c1,-0.8
C[C@H](CO)N1C[C@H](C)[C@@H](CN(C)C(=O)Cc2ccncc2)Oc2cc(C#Cc3ccccc3F)ccc2S1(=O)=O,-2.1
C[C@@H]1CCCCO[C@H](CN(C)C(=O)Cc2ccccc2)[C@@H](C)CN([C@H](C)CO)C(=O)c2cc(NC(=O)c3ccncc3)ccc2O1,-1.5
COc1ccc(S(=O)(=O)Nc2ccc3c(c2)C(=O)N([C@H](C)CO)C[C@H](C)[C@@H](CN(C)Cc2ccc(C(F)(F)F)cc2)O3)cc1,-0.2
Cc1ccc(S(=O)(=O)N[C@@H]2C=C[C@@H](CC(=O)N3CCC(Cc4ccccc4)CC3)O[C@@H]2CO)cc1,-2.3
O=C(NCC(F)(F)F)[C@H]1[C@H](CO)[C@H]2Cn3c(cccc3=O)[C@H]2N1C(=O)C1CC1,-1.1
COc1cccc(NC(=O)N[C@@H]2CC[C@@H](CC(=O)N3CCCCC3)O[C@@H]2CO)c1,-0.2
C[C@H](CO)N1C[C@H](C)[C@H](CN(C)Cc2ccncc2)OCCCC[C@H](C)Oc2ccc(NC(=O)CCCN(C)C)cc2C1=O,-2.8
COc1ccc(NC(=O)Nc2ccc3c(c2)C(=O)N([C@H](C)CO)C[C@H](C)[C@H](CN(C)C)OCCCC[C@H](C)O3)cc1,2.7
C[C@H]1CCCCO[C@@H](CN(C)Cc2ccc3c(c2)OCO3)[C@@H](C)CN([C@@H](C)CO)C(=O)c2cc(N(C)C)ccc2O1,1.6
CCN(C[C@H]1[C@H](c2ccccc2)[C@@H](CO)N1C(C)=O)C(=O)c1ccccn1,-2.1
C[C@@H]1CN([C@H](C)CO)C(=O)c2cc(NC(=O)c3ccncc3)ccc2O[C@@H]1CN(C)C(=O)Nc1ccc(C(F)(F)F)cc1,1.7
COc1ccccc1S(=O)(=O)N1C[C@@H](O)COC[C@@H]2O[C@@H](CC(=O)O)CC[C@H]21,-1.4
COc1ccccc1CN1[C@@H]2c3ccc(C4=CCCCC4)c(=O)n3C[C@H]1[C@H](CO)[C@H]2C(=O)N(C)C,-1.0
C[C@H](CO)N1C[C@H](C)[C@@H](CN(C)C(=O)C2CCCCC2)Oc2cc(C3=CCCCC3)ccc2S1(=O)=O,-0.4
COc1ccc(NC(=O)Nc2ccc3c(c2)C(=O)N([C@H](C)CO)C[C@H](C)[C@H](CN(C)Cc2ccc(C(F)(F)F)cc2)O3)cc1,-0.3
CC(C)NC(=O)Nc1ccc2c(c1)C(=O)N([C@@H](C)CO)C[C@@H](C)[C@@H](CN(C)C(=O)Nc1ccc(C(F)(F)F)cc1)OCCCC[C@H](C)O2,-0.4
CC(C)NC(=O)N(C)C[C@@H]1Oc2ccc(NC(=O)CCC(F)(F)F)cc2CC(=O)N([C@@H](C)CO)C[C@@H]1C,0.2
O=C(C[C@@H]1C[C@@H]2c3cc(NC(=O)C4CCOCC4)ccc3O[C@@H]2[C@H](CO)O1)NC1CCCC1,-1.9
C[C@@H]1CN([C@H](C)CO)C(=O)c2cc(NS(=O)(=O)c3cccs3)ccc2O[C@H]1CN(C)Cc1ccncc1,-2.8
Cc1noc(C)c1NC(=O)N(C)C[C@@H]1OCCCC[C@@H](C)Oc2ccc(NC(=O)Nc3ccccc3)cc2C(=O)N([C@H](C)CO)C[C@H]1C,-5.1

# The list continues.
SMILES,Mtb BioA inh
C[C@@H]1CN([C@@H](C)CO)C(=O)c2cc(C3=CCCCC3)cnc2O[C@@H]1CN(C)C(=O)c1ccncc1,0.0
O=C(Nc1ccc2c(c1)[C@H]1C[C@@H](CC(=O)N3CCOCC3)O[C@@H](CO)[C@H]1O2)Nc1ccccc1F,-0.2
COCC#Cc1ccc2c(c1)O[C@H](CN(C)Cc1ccccc1F)[C@@H](C)CN([C@H](C)CO)S2(=O)=O,-2.7
Cc1ccc(S(=O)(=O)N(C)C[C@@H]2OCCCC[C@@H](C)Oc3ccc(NC(=O)NC(C)C)cc3C(=O)N([C@@H](C)CO)C[C@@H]2C)cc1,-1.7
C[C@@H]1CN([C@@H](C)CO)C(=O)c2cccc(NC(=O)c3cnccn3)c2O[C@H]1CN(C)S(=O)(=O)c1cccs1,0.0
CC(C)CC#Cc1cnc2c(c1)C(=O)N([C@@H](C)CO)C[C@H](C)[C@H](CN(C)C(=O)Cc1ccncc1)O2,7.1
C[C@H]1CN([C@@H](C)CO)C(=O)c2cccc(NC(=O)c3nc4ccccc4s3)c2O[C@H]1CN(C)CC1CC1,-2.4

# This is a subset (hit frequency here may not be typical).
